Screening results: PubChem BioAssay, Broad Institute
CD40 NFkB inh: inhibitors of CD40-induced NF-kB signaling, primary screen, BL2 cells, luciferase reporter, single point. CD40L-induced, 4 h. inhibition, % at 10 µM. 83,000 tested, 0.94% active;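 active = mean inhibition of at least 50% with a set share of replicates also reaching that level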;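 also: 0% = neutral control wells and 100% = IKK inhibitor VII at 50 µM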
Numbers without * were called inactive; [ ] = dose if it differs, or a comment.

molecule,CD40 NFkB inh
Cc1noc(C)c1NC(=O)Nc1ccc2c(c1)C(=O)N([C@@H](C)CO)C[C@H](C)[C@@H](CN(C)S(=O)(=O)c1cccs1)OCCCC[C@@H](C)O2,-8[25 µM]
CC(C)(C)C(=O)Cn1nc(Cl)nc1Cl,13
CC(C)(C)c1ccc(-n2ncc3c2CCCC3NC(=O)CCC2=NNC(=O)CC2)cc1 (stereo not drawn),20
CCn1c(SC)nnc1C1CCN(S(=O)(=O)c2ccc(OC)cc2)CC1,14
COc1ccc(N2C(=O)CC(N3CCN(Cc4ccc5c(c4)OCO5)CC3)C2=O)cc1 (stereo not drawn),3
COc1ccc(S(=O)(=O)NC(=O)C2(C)CCN2C(=O)CCC2CCCC2)cc1OC (stereo not drawn),-3
O=C(Nc1ccc(F)cc1F)c1ccc2c(=O)n3c(nc2c1)CCC3,-20
O=C(CNc1cc(S(=O)(=O)N2CCOCC2)ccc1NCC1CCCO1)Nc1ccc(C(F)(F)F)cc1 (stereo not drawn),7
COc1ccccc1CN1C[C@@H]2C[C@@H](c3[nH]c4ccc(C)cc4c3C)N3CCC[C@@]23C1=O,7
O=C(Nc1nnc(Cc2ccccc2)s1)c1ccco1,-13
O=S(=O)(c1ccccc1)N1[C@H](CO)[C@@H]2c3ccccc3NC[C@@H]21,-6[25 µM]
CCCNC(=O)N(Cc1cccnc1)C[C@H]1N[C@H](CO)[C@@H]1c1ccccc1,7[25 µM]
CCCCn1c(C)nc2c(=O)n(C)c(=O)[nH]c21,8
CCC(=O)N1CC(=O)N2[C@@H](CO)[C@@H](c3ccc(-c4ccc(C#N)cc4)cc3)[C@@H]2C1,2[25 µM]
COc1cccc(=O)c2c(C)n(CC(=O)c3ccccc3)c(C)c12,-6
Cc1oc2c(C)c(O)ccc2c(=O)c1-c1ccc2ccccc2n1,-4
CCc1nc2cc(Cl)c(Cl)cc2nc1CC,2
Cc1nn(Cc2ccccc2)c(C)c1NC(=O)Cn1nc([N+](=O)[O-])c(Cl)c1C,1
C[C@@H]1CN([C@@H](C)CO)C(=O)c2cc(C#CC3(O)CCCC3)cnc2O[C@H]1CN(C)C(=O)Cc1ccccc1,-22[25 µM]
O=C(NCC(c1ccco1)N1CCc2ccccc21)C(=O)Nc1ccccc1F (stereo not drawn),3

Three structures out of the list, arranged by heavy-atom count, falling:
molecule,CD40 NFkB inh
CCC(=O)N1CC(=O)N2[C@@H](CO)[C@@H](c3ccc(-c4ccc(C#N)cc4)cc3)[C@@H]2C1,2[25 µM]
CCCNC(=O)N(Cc1cccnc1)C[C@H]1N[C@H](CO)[C@@H]1c1ccccc1,7[25 µM]
COc1cccc(=O)c2c(C)n(CC(=O)c3ccccc3)c(C)c12,-6

Next records.
molecule,CD40 NFkB inh
O=C(Nc1ccccc1OC(F)F)c1ccc(-n2cncn2)c([N+](=O)[O-])c1,18
Cc1cc(Nc2ccccc2N2CCOCC2)n2ncnc2n1,8
COc1cc(-c2coc3c(C(=O)Nc4ccc(C(C)C)cc4)cccc23)ccc1O,-54
O=C(C1CCCC1)N1CC[C@H]2[C@H](CO)Nc3ccc(C4=CCCCC4)cc3[C@H]21,-1
CCCNC(=O)[C@H]1[C@H](CO)[C@H]2Cn3c(ccc(C4=CCCCC4)c3=O)[C@@H]1N2Cc1cocn1,7[25 µM]
CN(C)CCSc1nc(N)c2c3c(sc2n1)COC(C)(C)C3,-3
COc1ccccc1-c1ccc(C2[C@H]3CNC[C@@H]2N3Cc2ccc(F)cc2)cc1 (stereo partly drawn),-1[25 µM]
CCOc1ccc(S(=O)(=O)N(C)c2ccc(OCC(=O)NCc3cccnc3)cc2)cc1,18
O=C(CCc1cn(Cc2ccc(F)cc2)c2ccccc12)N1CCOCC1,4
COc1ccc(C(=O)Nc2ccc(NC(C)=O)cc2)cc1S(=O)(=O)N1CCCC1,-1
COc1cc(Cl)c(C)cc1NC(=O)CN(C)Cc1cccc(OC)c1OC,0
COc1ccc(Cn2c(=O)[nH]c3cc(C(=O)NC4CCCC4)ccc3c2=O)cc1,-10
CC(=O)Nc1cc2c(c([N+](=O)[O-])c1C)C(C)(C)CC2(C)C,13
COc1ccc(CN(C)C(=O)C2CSC3(C)CCC(=O)N23)cc1OC (stereo not drawn),-21
COC(=O)c1ccc(NC(=O)c2cccc(N3C(=O)CCC3=O)c2)cc1,-4
O=C(NCc1c[nH]c2ccccc12)c1ccccc1,-57
COCCN(C(=O)CSc1nc2nc(C)cc(C)n2n1)c1c(N)n(Cc2ccccc2)c(=O)[nH]c1=O,9
C[C@H]1CC(=O)N[C@H](c2ccccc2)C/C=C\C[C@H](c2ccc3c(c2)OCO3)NC1=O,3[25 µM]
COC(=O)c1sc(-c2ccccc2)cc1NC(=O)C1CC1,13
CN1c2ccc(Br)cc2[C@@H]2[C@@H](CCN2C(=O)CN2CCOCC2)[C@@H]1CO,-3[25 µM]
O=C(O)c1ccccc1Oc1ccc(Oc2ccccc2)cc1,-20
N#C[C@@H]1[C@@H](c2ccc(C#CC3CC3)cc2)[C@H](CO)N1C(=O)Cc1ccccn1,-6
COc1ccc(C#Cc2ccc3c(c2)O[C@H](CN(C)C(=O)CN2CCOCC2)[C@H](C)CN([C@@H](C)CO)S3(=O)=O)cc1,-9[25 µM]
CC1C(=O)N(Cc2ccc([N+](=O)[O-])cc2)c2ccccc2N1C(=O)C1CC1 (stereo not drawn),7
COC(=O)c1ccccc1NC(=O)NCc1ccco1,-17
O=C1C=C(Nc2cccnc2)c2ccccc2C1=O,23
COc1cc(C=NOC(=O)Nc2ccccc2)cc(OC)c1OC,-26
CC(C)NC(=O)N(C)C[C@@H]1OCc2ccccc2-c2c(n(C)c3ccccc23)C(=O)N([C@@H](C)CO)C[C@@H]1C,-2
O=C(NCc1ccc(Cl)s1)C1CCC(=O)N(CCc2ccccn2)C1 (stereo not drawn),8
CO[C@@H]1CN(C)C(=O)c2cc(NC(=O)NC3CCCCC3)ccc2OC[C@H](C)NC[C@H]1C,2
OC[C@H]1[C@@H]2c3ccccc3NC[C@@H]2N1Cc1ccccc1Cl,-14[25 µM]
Cc1ccc(NC(=O)COc2cccc(C)c2C)cc1S(=O)(=O)N1CCCCCC1,8
CC(=O)NC1=NN(C(C)=O)C(C)(CCS(=O)(=O)c2ccc(Cl)c(Cl)c2)S1 (stereo not drawn),8
O=C(NC1=NCCS1)c1ccc(Cl)c(S(=O)(=O)N2CCCCC2)c1,-4
O=C(Cc1ccc(NS(=O)(=O)c2ccc(F)cc2)cc1)NCc1ccccc1,13
O=S(=O)(Nc1ncn[nH]1)c1ccc(Cl)cc1,9
COc1cc2c(cc1[N+](=O)[O-])n(C(C)C)c(=O)n2C(C)C,6
O=C(C1CCCC1)N1[C@@H](CO)[C@@H]2c3ccccc3N(S(=O)(=O)c3ccc(F)cc3)C[C@@H]21,6
Cc1cc(Cl)nc(-c2ccccc2)n1,6
Cc1cccc(Cn2cnc3c(nnn3Cc3ccccc3F)c2=O)c1,-9

The list goes on:
structure	CD40 NFkB inh
O=C(c1ccc2c(c1)OCO2)N1CC[C@@H]2[C@H]1c1cc(C#Cc3ccccc3)ccc1N[C@@H]2CO	-4[25 µM]
CCOC(=O)c1ccc(S(=O)(=O)N2CCN(C(=O)c3cc4ccccc4o3)CC2)cc1	-10
COc1ccc(Cl)cc1NC(=O)CN(C)C(=O)CN1C(=O)NC2(CCCC2)C1=O	21
N#CC1(NC(=O)COC(=O)c2cc([N+](=O)[O-])ccc2N2CCCC2)CCCCC1	44*
CC(=O)N1c2ccc(S(=O)(=O)NCCC(=O)N(C)C3CCCCC3)cc2CC1C (stereo not drawn)	6
O=C(NCC(F)(F)F)[C@@H]1[C@@H](CO)[C@@H]2Cn3c(cccc3=O)[C@H]1N2C(=O)C1CCCC1	2[25 µM]
CC(C)N(c1ccccc1)c1ccc(NC(=O)[C@@H]2O[C@H](CO)[C@@H](O)[C@H]2O)cc1	6
CN1C(=O)c2cc(NC(=O)Cc3cccs3)ccc2OC[C@H]2O[C@H](CC(=O)NCc3ccc(-c4ccccc4)cc3)CC[C@@H]21	22[25 µM]
O=C(C[C@@H]1CC[C@H]2NC[C@H](O)COC[C@@H]2O1)NCc1ccc(Oc2ccccc2)cc1	0
CC1CC(C)CN(C(C)C(=O)Nc2cc(S(=O)(=O)N3CCCCC3)ccc2Cl)C1 (stereo not drawn)	8
COc1ccc(S(=O)(=O)NCCSC(C)(C)C)c(Cl)c1Cl	15
Cc1noc(C)c1COc1ccc(C(=O)Nc2cccnc2)cc1	13
Cc1ccc(C)c(S(=O)(=O)N2CCN(C(=O)C3CC3C)CC2)c1 (stereo not drawn)	12
Cc1ccc(OCC(=O)Nc2ccc3c(c2)OCO3)c([N+](=O)[O-])n1	-93
CC1(C)Cc2c(c(-c3ccccc3)nc(N3CCCC3)c2C(N)=O)CO1	4
Cc1ccc(NC(=O)Nc2ccc3c(c2)N(C)C(=O)CS3)nc1	-5
Cc1ccc(C)c(NC(=O)C(OC(=O)c2cc[n+]([O-])cc2)c2ccccc2)c1 (stereo not drawn)	-4
COc1ccc(OC)c(NC(=O)CSc2nc(=O)n(Cc3ccccn3)c3c2CCC3)c1	17
O=C(Nc1ccc(N2CCOCC2)cc1)c1cccc(S(=O)(=O)N2CCOCC2)c1	14
O=C(C[C@@H]1C[C@@H]2c3cc(NS(=O)(=O)c4ccccc4)ccc3O[C@@H]2[C@@H](CO)O1)N1CCOCC1	-1[25 µM]
O=C(Nc1ccccc1)c1cnc2ccccc2n1	-113
Cc1cc(C)c[n+](CC(=O)c2ccc(NC(=O)c3ccccc3)cc2)c1	-5
CCN(CC(=O)Nc1cc(Cl)ccc1C)C(=O)CSCc1c(C)noc1C	1
N#CCC(=O)N1CCCCCC1	9
Cc1ccc(S(=O)(=O)N2CCN(C(=O)CN3C(=O)NC(C)(c4ccc(Cl)cc4)C3=O)CC2)c(C)c1 (stereo not drawn)	-7
O=C(C[C@@H]1CC[C@@H]2[C@H](COC[C@@H](O)CN2Cc2ccc(Oc3ccccc3)cc2)O1)N1CCN(c2ccccc2)CC1	34[25 µM]
CCOC(=O)C1CCN(C(=O)c2cccnc2)CC1	6
CS(=O)(=O)N1[C@H](C#N)[C@H](c2ccccc2-c2ccc(F)cc2)[C@H]1CO	-9[25 µM]
O=C(O)c1ccc2c3c(ncnc13)-c1ccccc1C2=O	-10
CCOC(=O)C1(Cc2cccc(OC)c2)CCN(Cc2csc(C(C)=O)c2)CC1	22

Part of the list above, with each value named:
smiles: CCOC(=O)C1CCN(C(=O)c2cccnc2)CC1
  CD40 NFkB inh = 6

smiles: O=C(Nc1ccc(N2CCOCC2)cc1)c1cccc(S(=O)(=O)N2CCOCC2)c1
  CD40 NFkB inh = 14

smiles: CS(=O)(=O)N1[C@H](C#N)[C@H](c2ccccc2-c2ccc(F)cc2)[C@H]1CO
  CD40 NFkB inh = -9[25 µM]

smiles: CCN(CC(=O)Nc1cc(Cl)ccc1C)C(=O)CSCc1c(C)noc1C
  CD40 NFkB inh = 1

The results go on:
structure	CD40 NFkB inh
Cc1nc(-c2ccccn2)nc(N(C)c2ccccc2)c1Cl	-33
N#Cc1ccccc1S(=O)(=O)N1CCN(C(=O)[C@H](Cc2ccccc2)NC(=O)c2ccco2)CC1	20
Cc1nc2ccccc2c(=O)n1N	8
CN(C)c1ccc(NC(=O)CSc2n[nH]c(-c3ccncc3)n2)cc1	-3
Cc1cc(NC(=O)Cn2cnc3c(cnn3C(C)(C)C)c2=O)no1	7
COc1ccccc1C(=O)N1C[C@H]2[C@@H](c3ccccc31)[C@@H](CO)N2Cc1ccc(F)cc1	14[25 µM]
COCC(=O)Nc1ccc2c(c1)OC[C@H](C)N(C)C[C@@H](C)[C@@H](OC)CN(C)C2=O	-3[25 µM]
COc1ccc(Cc2nc(C(=O)Nc3ccc(OC)cc3)cs2)cc1	3
COc1ccc2c3c([nH]c2c1)[C@H](CO)N(Cc1ccncc1)CC31CN(C(=O)CN(C)C)C1	-9[25 µM]
CN1CCC(NC(=S)Nc2cccc([N+](=O)[O-])c2)CC1	7
CN(c1ccc(C(=O)NCc2ccc3c(c2)OCO3)cc1)S(=O)(=O)c1ccccc1	9
OC(c1ccccc1)c1nc(-c2cccs2)cs1 (stereo not drawn)	-26
O=C(Nc1ccc(N2CCN(c3ncccc3C(F)(F)F)CC2)nc1)c1cccs1	22
CO[C@@H]1CN(C)C(=O)c2ccc(NC(=O)c3cccc(F)c3)cc2OC[C@H](C)N(CC2CC2)C[C@@H]1C	-6
COc1ccccc1CCNC(=O)C(=O)NCCC1CCCCN1S(=O)(=O)c1ccccc1 (stereo not drawn)	5
Cc1ccc(S(=O)(=O)NC(=O)c2cc(C)n(-c3cc(S(=O)(=O)N4CCOCC4)ccc3N3CCCC3)c2C)cc1	11
COc1ccccc1C#Cc1ccc([C@H]2[C@@H](CO)N3CCCCN(C(=O)C4CCC4)C[C@@H]23)cc1	8[25 µM]
CCCCn1c(=O)[nH]c(=O)c2c1ncn2Cc1ccco1	4
CC(C)CNC(=O)COC(=O)c1ccc(F)cc1Cl	-4
O=C(CCNc1ccc(F)cc1)c1cc2ccccc2o1	-27
CC(=O)N(C)C[C@H]1OCc2ccccc2-c2c(n(C)c3ccccc23)C(=O)N([C@H](C)CO)C[C@H]1C	-5
COCC(=O)N1[C@H](C#N)[C@H](c2ccccc2C2=CCCC2)[C@@H]1CO	-2[25 µM]
C[C@@H]1CN([C@@H](C)CO)C(=O)c2c(c3ccccc3n2C)-c2ccccc2CO[C@@H]1CN(C)S(=O)(=O)c1ccccc1F	-8

The list is partial; rates above refer to the full screens.
